Source: PubChem (several laboratories)
JMJD2C inh = inhibitors of human GASC-1 (JMJD2C) demethylase; Q9H3R0; GST-JMJD2C(1-420) H3K9me3 demethylation, DELFIA europium; inhibition, % at 2.35 µM; actives 0.069% (n = 330,000);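 active = more than half of a compound's replicate wells show inhibition beyond 50%, single wells judged on their own value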;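 note: signal counts dimethyl H3K9 product captured on neutravidin plate; 0% = median of DMSO wells and 100% = 0.3 times that DMSO median; strong numbers were not always called active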
HCV core dimer = HCV core protein dimerization inhibition. actives 0.33% (n = 300,000). TR-FRET GST/Flag-core106 dimerization, 1536-well. inhibition, % at 5 µM. AID 1899;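 active = inhibition above the mean of all tested compounds plus 3 SD, set per screening campaign, cut at about 45% in these data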
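Assay system: tagged HCV core106 pair (GST and Flag); medium: KF-containing HEPES buffer, pH 7.45, DTT, CHAPS, BSA; also added: Eu donor and XL665 acceptor anti-tag antibodies; dosing: 5 µM single dose; timing: compound-protein-antibody incubation 4 h at 22.5 °C; signal: TR-FRET 671 and 617 nm emission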
PP5 inh = blocks human protein phosphatase 5 activity; inhibition, % at 6.7 µM; P53041; AID 1987; purified PP5c, OMFP substrate fluorescence; actives 0.18% (n = 320,000);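 active = inhibition above the campaign's mean inhibition across all tested compounds plus 3 SD, cut at about 9.5% in these data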;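 note: 0% = DMSO only and 100% = 100 µM cantharidin control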
Target sequence (P53041 whole entry, looked up): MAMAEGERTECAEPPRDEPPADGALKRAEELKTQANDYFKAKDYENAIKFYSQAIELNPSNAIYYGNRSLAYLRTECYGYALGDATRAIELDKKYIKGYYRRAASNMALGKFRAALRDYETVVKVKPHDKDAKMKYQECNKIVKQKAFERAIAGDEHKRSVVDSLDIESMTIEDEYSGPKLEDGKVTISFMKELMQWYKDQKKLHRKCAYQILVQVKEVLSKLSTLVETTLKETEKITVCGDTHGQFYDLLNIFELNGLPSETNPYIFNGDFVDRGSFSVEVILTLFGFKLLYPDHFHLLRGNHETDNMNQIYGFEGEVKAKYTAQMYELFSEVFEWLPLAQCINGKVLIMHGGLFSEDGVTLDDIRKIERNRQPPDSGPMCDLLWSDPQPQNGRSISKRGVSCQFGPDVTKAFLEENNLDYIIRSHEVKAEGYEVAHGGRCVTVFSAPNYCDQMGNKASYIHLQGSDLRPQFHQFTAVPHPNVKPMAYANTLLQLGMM
CTSL1 counter = blocks F. hepatica cathepsin L1 in PFM18AAP counter-screen. recombinant F. hepatica cathepsin L1, Z-Leu-Arg-MCA fluorescence. inhibition, % at 5.96 µM. actives 0.49% (n = 300,000). AID 1906;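 active = inhibition above the mean of all tested compounds plus 3 SD, set per screening campaign, cut at about 17% in these data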;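 note: 0% = plate median of test compound wells and 100% = 1 µM Z-Phe-Ala-diazomethylketone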
PP1 inh = counter-screen for PP5 inhibitors: inhibitors of human PP1-alpha; P62136; purified PP1alpha, OMFP fluorescence; inhibition, % at 6.7 µM; actives 0.9% (n = 320,000); AID 2235;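 active = inhibition above the mean inhibition of all tested compounds plus 3 SD, computed separately for each screening campaign, cut at about 15% in these data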
Efflux pump inh = antifungal efflux pump inhibition, Nile Red retention; S. cerevisiae Candida pump triplex; inhibition, % at 10 µM; actives 0.44% (n = 330,000);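 active = plate passing quality check with inhibition over a set limit, or well fluorescence over plate mean plus 4 SD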;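 note: Nile Red retained in pooled yeast measured as flow cytometry median fluorescence; 0% = buffer negative control and 100% = Enniatin B positive control; higher means more Nile Red kept so more efflux inhibition; some compounds called inactive have numbers as strong as hits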
procasp7 counter = counter-screen: procaspase-7 (human) activation; actives 0.093% (n = 330,000); activation, % at 8.5 µM; recombinant procaspase-7, Ac-DEVD-pNA absorbance 405 nm; D23A/D198A/D206A triple mutant, cannot self-cleave; scale: DMSO 0, 5 µM enzyme 100; P55210;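 active = percent activation above the screen-wide mean plus 3 SD, cut at about 25% in these data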
Target sequence (P55210 whole entry D23A/D198A/D206A): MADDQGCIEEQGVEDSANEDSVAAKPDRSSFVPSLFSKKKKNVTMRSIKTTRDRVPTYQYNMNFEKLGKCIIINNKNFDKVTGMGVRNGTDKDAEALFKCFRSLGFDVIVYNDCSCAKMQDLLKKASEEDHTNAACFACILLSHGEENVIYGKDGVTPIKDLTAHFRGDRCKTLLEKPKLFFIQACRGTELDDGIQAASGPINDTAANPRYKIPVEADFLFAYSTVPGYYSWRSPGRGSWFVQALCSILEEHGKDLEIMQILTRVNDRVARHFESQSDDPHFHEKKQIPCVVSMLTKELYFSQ
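Assay system: Uncleavable procaspase-7 mutant enzyme / Input: 2 µM procaspase-7 mutant as dispensed / Dosing: single nominal 8.5 µM compound dose, 0.8% DMSO final / Timing: 1 h enzyme–compound preincubation and 2 h substrate reaction, both 25 °C / Detection: p-Nitroaniline absorbance at 405 nm, read at 0 and 120 min / Replication: singlicate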
TPT1 inhibitor = inhibitors of Candida albicans tRNA 2'-phosphotransferase TPT1 | AID 1962 | inhibition, % at 5 µM | actives 0.81% (n = 300,000) | recombinant caTPT1, FP RNA substrate dephosphorylation;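 active = inhibition above the mean of all tested compounds plus 3 SD, set per screening campaign, cut at about 24% in these data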;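 note: plate controls were DMSO alone for no effect and ferristatin control at 100 nM for full effect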
procasp3 activ = activates human procaspase-3; P42574; recombinant procaspase-3 D3A, Ac-DEVD-pNA absorbance 405 nm; activation, % at 8.5 µM; actives 0.11% (n = 330,000); AID 463141;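 active = activation above the mean of all tested compounds plus 3 SD, cut at about 21% in these data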;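 note: 0% = DMSO alone and 100% = DMSO wells spiked with extra 5 µM PC-3 D3A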
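Test system: Procaspase-3 D3A mutant, all three cleavage aspartates alanine | Dosing: Single dose, 8.5 µM nominal compound, 0.8% DMSO | Schedule: 1 h preincubation, 2 h reaction | Technique: 405 nm absorbance of p-nitroaniline, reads at 0 and 120 min | Repeats: One well per compound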
The depositor's hits bear a star; · = not tested or not shown.

SMILES	JMJD2C inh	HCV core dimer	PP5 inh	CTSL1 counter	PP1 inh	Efflux pump inh	procasp7 counter	TPT1 inhibitor	procasp3 activ
Cc1cccc(OCCCC(=O)Nc2ccc(S(N)(=O)=O)cc2)c1C	-1	4	2.6	1	3	0.1	2	0	0
Cc1ccc(S(=O)(=O)Nc2ccc(NC(=O)c3cccs3)cc2)cc1	9	1	3.1	-2	0	0.0	-2	-2	7
COc1ccccc1NC(=O)CC(=O)CSc1nnc(-c2ccc(C)cc2)n1-c1ccccc1	7	37	0.9	5	0	0.5	-6	2	-3
COc1ccc(-c2cccc(C(=O)Nc3ccc(C)cc3)c2)cc1	12	1	2.4	3	0	-0.2	6	-7	8
CCN1C(=O)C(O)(C2COC(C)(C)CC2=O)c2cc(Br)ccc21 (stereo unspecified)	-2	-2	1.1	2	-3	0.1	-15	5	-5
CC(NC(=O)Cc1cccs1)C(c1cccs1)N1CCN(c2ccccc2)CC1 (stereo unspecified)	-2	15	-1.0	-1	8	-0.1	4	1	2
O=C(Nc1ccccc1)c1cc(S(=O)(=O)NCc2ccncc2)ccc1Cl	0	-2	2.2	-2	-2	0.4	-2	2	3
COc1cc([N+](=O)[O-])ccc1-c1ccc(/C=N/NC(=O)OC(C)(C)C)o1	0	-5	1.8	1	-2	-0.2	1	18	-1
CC[C@@]1(C(=O)OC)N[C@H](CN(C)C(=O)Nc2ccc(Cl)cc2)[C@@H]2C(=O)N(Cc3ccccc3)C(=O)[C@@H]21	30	·	·	·	·	-0.1	5	·	3
Cc1ccccc1N(CC(=O)N/N=C/c1ccc(Cl)cc1)C(=O)c1ccccc1	6	10	4.0	0	4	-0.3	1	-8	-4
CCCOC(=O)CSc1nc(N)c(C#N)c(-c2ccco2)c1C#N	18	4	3.7	3	2	-0.1	3	4	-7
CCN(c1ccccc1)S(=O)(=O)c1ccc(Oc2ccc([N+](=O)[O-])cc2)nc1	22	4	2.9	-1	0	0.1	0	3	5
O=C(CCl)Nc1ccc(S(=O)(=O)NC2=NCCCCC2)cc1	5	·	·	·	·	-0.1	8	·	6
Cc1cc(C)c(C)c(S(=O)(=O)NCC(=O)O)c1C	-3	-5	-0.5	2	-2	0.0	12	0	-5
O=[N+]([O-])c1cccc(-c2nnc(C3CC3)o2)c1	-13	1	-0.4	-1	-2	-0.1	-2	0	2
CC(C)[C@@H](C(=O)O)N(Cc1cccc(CN([C@H](C(=O)O)C(C)C)S(C)(=O)=O)c1)S(C)(=O)=O	3	-6	-1.5	-2	4	-0.1	3	4	3
Cc1cccc(NC(=O)c2ccco2)c1C	19	-4	3.6	-3	0	0.0	17	0	-2
C=CC[C@@H](CC(=O)N[C@@H](CO)Cc1ccccc1)C(=O)N[C@H](COC(=O)[C@H](CC=C)CC(=O)OC(C)(C)C)Cc1c[nH]c2ccccc12	-37	·	·	·	·	-0.1	-1	·	0
Fc1ccc(-n2nnc(-c3cccnc3)n2)cc1	-4	6	0.0	-1	8	·	4	1	-2
Cc1ccc(Nc2c([N+](=O)[O-])c(=O)n(C)c3ccccc23)cc1C	4	9	2.0	2	1	0.0	-2	1	1
Cc1c2n(c3ccccc13)CCN(C)C2	1	-7	1.1	-2	0	0.1	4	-1	2
CCCCN(CC)CCNC(=O)Cn1cnc2sc(C)c(S(=O)(=O)N3CCC(C)CC3)c2c1=O	1	0	-1.3	0	-4	0.1	-2	-1	6
COc1ccc(C(=O)NCC(=O)OCC(=O)Nc2cc([N+](=O)[O-])ccc2F)cc1	0	1	-2.7	-13	4	0.1	6	-3	-3
Cc1sc2c(c1C)c(=O)n(-c1ccccc1)c1nnc(C)n21	8	9	2.1	0	-2	-0.2	1	-1	3
COC(=O)c1ccc(C23CC4(C2)[C@H](CN(C)[C@@H]4c2ccccc2)C3c2ccc(Cl)nc2)cc1 (stereo partly specified)	13	16	5.4	0	8	0.1	5	0	4

Structures above that contain an aryl methoxy group:
SMILES	JMJD2C inh	HCV core dimer	PP5 inh	CTSL1 counter	PP1 inh	Efflux pump inh	procasp7 counter	TPT1 inhibitor	procasp3 activ
COc1ccccc1NC(=O)CC(=O)CSc1nnc(-c2ccc(C)cc2)n1-c1ccccc1	7	37	0.9	5	0	0.5	-6	2	-3
COc1ccc(-c2cccc(C(=O)Nc3ccc(C)cc3)c2)cc1	12	1	2.4	3	0	-0.2	6	-7	8
COc1cc([N+](=O)[O-])ccc1-c1ccc(/C=N/NC(=O)OC(C)(C)C)o1	0	-5	1.8	1	-2	-0.2	1	18	-1
COc1ccc(C(=O)NCC(=O)OCC(=O)Nc2cc([N+](=O)[O-])ccc2F)cc1	0	1	-2.7	-13	4	0.1	6	-3	-3

Entries of single compounds, looked up by structure. Values in the order: JMJD2C inh | HCV core dimer | PP5 inh | CTSL1 counter | PP1 inh | Efflux pump inh | procasp7 counter | TPT1 inhibitor | procasp3 activ
COc1ccccc1NC(=O)CC(=O)CSc1nnc(-c2ccc(C)cc2)n1-c1ccccc1 is listed as 7 | 37 | 0.9 | 5 | 0 | 0.5 | -6 | 2 | -3
O=[N+]([O-])c1cccc(-c2nnc(C3CC3)o2)c1 is listed as -13 | 1 | -0.4 | -1 | -2 | -0.1 | -2 | 0 | 2
Cc1cccc(NC(=O)c2ccco2)c1C is listed as 19 | -4 | 3.6 | -3 | 0 | 0.0 | 17 | 0 | -2
CCCCN(CC)CCNC(=O)Cn1cnc2sc(C)c(S(=O)(=O)N3CCC(C)CC3)c2c1=O is listed as 1 | 0 | -1.3 | 0 | -4 | 0.1 | -2 | -1 | 6
COc1ccc(-c2cccc(C(=O)Nc3ccc(C)cc3)c2)cc1 is listed as 12 | 1 | 2.4 | 3 | 0 | -0.2 | 6 | -7 | 8

Further results
SMILES	JMJD2C inh	HCV core dimer	PP5 inh	CTSL1 counter	PP1 inh	Efflux pump inh	procasp7 counter	TPT1 inhibitor	procasp3 activ
O=C(COc1ccc(S(=O)(=O)Nc2ccccc2)cc1)NCc1cccnc1	-1	-2	3.7	-4	-2	-0.2	1	0	3
O=C(O)c1cccc(-c2nc3ccccc3[nH]2)c1	-4	-1	-1.0	2	-5	-0.1	4	4	1
Cc1cnc(C(=O)OCc2c(C)cc(C(C)(C)C)cc2C)cn1	-10	-11	0.1	3	2	0.4	-4	3	-7
Cc1cc(C(=O)NCCc2ccc(Cl)cc2)c(C)o1	18	-1	1.9	2	1	-0.7	3	-1	-1
Cc1ccc2cc(CN(c3ccccc3)S(=O)(=O)c3ccccc3)c(=O)[nH]c2c1	10	8	0.4	-1	5	0.0	8	-4	0
CCCCc1nc(Cl)c(CO)n1Cc1ccc(-c2ccccc2-c2nnn[nH]2)cc1	-5	0	0.4	-6	0	-0.1	11	-5	0
Cc1sc2ncnc(N)c2c1C	14	-4	-1.0	0	2	0.5	7	4	4
CCC(=O)N(Cc1ccc(S(N)(=O)=O)cc1)C1CC(=O)N(c2ccccc2)C1=O (stereo unspecified)	7	-1	-1.8	-3	-4	0.2	-1	0	0
S=c1[nH]nc(Cc2cccs2)n1-c1ccccc1	-15	-17	-6.9	7	-2	-0.1	-13	0	-9
COC(=O)c1cc2sc(Cl)cc2n1Cc1nc(-c2ccccc2)oc1C	2	3	-0.3	1	1	-0.1	-2	-2	2
C/C(=N\NC(=O)CC#N)C1COc2ccccc2O1 (stereo unspecified)	-6	-1	-1.4	2	-6	0.9	-9	2	2
CC(C)(C)C(=O)N1CCN(c2ncnc3scc(-c4ccccc4)c23)CC1	21	9	3.4	-2	1	0.4	-15	0	-5
CCN1/C(=C/C=C/c2sc3ccccc3[n+]2CC)Sc2ccccc21	-26	-189	6.5	7	18*	0.3	-30	-79	-16
c1ccc(-c2nc(-c3nccc4ccccc34)oc2-c2ccccc2)cc1	3	4	-0.3	4	-2	0.1	20	-1	6
COc1cc(Sc2ccc(C)cc2)c(OC)cc1N	-12	1	1.5	2	5	0.0	-20	-1	-8
COc1ccc(CCNc2ncnc3c2nnn3Cc2ccccc2)cc1	-2	-6	0.6	0	1	-0.1	-3	1	12
O=C(Cc1ccccc1[N+](=O)[O-])Nc1ccc2c(c1)OCO2	-4	-6	-8.4	-1	-3	1.3*	-6	-4	0
CC(=O)N1N=C(c2cccs2)CC1c1ccc(C)o1 (stereo unspecified)	4	-12	1.8	-2	0	-0.1	-5	-2	4
Cc1c(F)cccc1NS(=O)(=O)c1ccc2c(c1)c(C)cc(=O)n2C	8	-7	0.5	-1	3	-0.1	-11	-3	3
CN(C(=O)c1ccc(NC(=O)Cc2ccc(NC(=O)C3CCCN(C(=O)C4CCC4)C3)cc2)cc1)C1CC1 (stereo unspecified)	3	·	-0.4	·	-7	0.7	4	·	1
CC[C@]12CCCN3CCc4c(n(c5ccccc45)C(=O)C1)C32 (stereo partly specified)	-41	9	-3.1	-3	-3	0.0	-5	2	4
CC(=O)c1cccc(NC(=O)COc2ccccc2C(=O)c2cc(C#N)c(=O)n(C3CCCCC3)c2)c1	-12	8	0.6	2	7	-0.4	-3	-1	-2
Cc1cc(NC(=O)Cc2ccsc2)ccc1Br	-9	8	-1.0	-6	1	-0.1	9	1	10
